Tb PYK inh = qHTS of Trypanosoma Brucei Inhibitors; pyruvate kinase (Trypanosoma brucei), Q57TT1; TbPYK enzyme, Kinase-Glo Plus ATP luminescence, 45 min; Potency, µM (series often up to 76.8 µM), inactives show at the highest dose activity, negative = inhibition, actives largely listed as inhibitors; hit rate 0.12% among 410,000; AID 624173, 2012; active = well fitted inhibition curve with a large enough effect; also: nearly all actives have a fitted effect of over 50% in size
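Enzyme and substrate buffer are dispensed first and compound is pin-transferred. ADP at 130 uM final then starts the reaction, which runs 45 min at room temperature. Detection reagent is added for 10 min before luminescence is imaged.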
* hit, by the source's call. % is scaled to controls: 0 for no effect and ±100 for the full control effect; potency is read from the fitted curve at half-maximal effect. Some of the compounds tested; rates above refer to the full screens.

SMILES | Tb PYK inh
Cc1nnc(N2C(=O)c3oc4ccccc4c(=O)c3C2c2ccc(C(C)(C)C)cc2)s1 (stereo unspecified) | -6.8%
COc1ccc(OC)c(C(=O)CSc2nnc(C3CC3)n2C2CC2)c1 | -19.3%
O=C(Nc1ccc(OC(F)(F)F)cc1)c1cc(S(=O)(=O)N2CCCCC2)ccc1N1CCOCC1 | 5.3%
COc1ccc(-n2c(=O)c3c4c(sc3n(Cc3ccccc3C)c2=O)CCCC4)c(OC)c1 | 2.3%
Cc1cc(C)c(NC(=O)COCc2cc(-c3cccs3)on2)c(C)c1 | -3.5%
CCOc1ccc(-c2cc(C(=O)Nc3cccc(C(F)(F)F)c3)[nH]n2)c(C)c1 | 4.6%
O=C(NCc1ccccc1Cl)c1ccccc1NC(=O)c1nsc2ccccc12 | -12.9%
COC(=O)c1sc2cccc(F)c2c1S(=O)(=O)Nc1ccc(C)cc1Cl | -29.9%
Cc1ccc(NC(=O)Cn2c(=O)oc3cc(S(=O)(=O)N4CCCCC4)ccc32)c(C)c1 | 2.4%
O=C(Nc1cccc(C(=O)O)c1)/C(=C\c1ccccc1)NC(=O)c1ccc(Br)o1 | -2.9%
Cc1cccc(C)c1NC(=O)CN1CCN(C(=O)CNC(=O)Cc2cccc3ccccc23)CC1 | 5.4%
COc1cccc(N2CC(NC(=O)c3ccc(S(=O)(=O)N4CCOCC4)cc3)CC2=O)c1 (stereo unspecified) | -3.7%
CN(CC(=O)Nc1cccc(F)c1)S(=O)(=O)c1ccc2c(c1)n(C)c(=O)c(=O)n2C | -3.4%
CC1CCN(S(=O)(=O)c2ccc3c(c2)N(CC(=O)NCc2ccccc2Cl)C(=O)CS3)CC1 | 0.8%
COc1ccc(-c2cn3c(n2)sc2cc(C(=O)NCCC4=CCCCC4)ccc23)cc1 | -8.0%
O=C(COc1ccccc1-c1nc(-c2ccccc2)no1)Nc1ccccc1[N+](=O)[O-] | -1.2%
COc1ccc(Cn2c(=O)oc3ccccc32)cc1 | -7.7%
Cc1cc(NC(=O)c2cc(-c3ccc(Cl)cc3)on2)nn1Cc1ccc(Cl)cc1 | 2.4%
Cc1ccc(CSc2nnc(-n3c(=O)c(C#N)cc4c(=O)n5cccc(C)c5nc43)s2)cc1 | -2.4%
COc1ccc(CSC(=S)NNc2ccccc2)cc1 | -12.2%
CC(C)N1CCCC(C)(C(=O)Nc2cccc(Oc3ccccc3)c2)C1 (stereo unspecified) | 4.4%
Cc1ccc(NC(=O)CN2C(=O)C3(SCC(=O)N3c3cccc(Cl)c3)c3ccccc32)cc1C (stereo unspecified) | -3.5%
CN(CC(=O)Nc1ccc(Cl)cc1)C(=O)CN1C(=O)C2CCCCC2C1=O (stereo unspecified) | 1.5%
Cc1nc2c(OCCN3C(=O)c4ccccc4C3=O)cccn2c1N(C)C(=O)CCC1CCCC1 | -11.4%
CCc1ccc(Sc2cc(C(=O)NCc3ccccc3OC)c3ccccc3n2)cc1 | -7.9%
CCOc1ccc(NC(=O)Cn2cc(C(=O)c3ccc(CC)cc3)c(=O)c3cc(C)ccc32)cc1 | -2.0%
COc1ccc(-c2nc3ccc(C(=O)NCc4ccccc4)cc3nc2-c2ccc(OC)cc2)cc1 | -4.2%
COCCNc1nc(NCCOC)c2sc(-c3ccccc3)cc2n1 | 3.6%
CCCNC(=O)C1CCC(Cn2c(=O)c3sccc3n(CC(=O)NCc3cccc(OC)c3OC)c2=O)CC1 (stereo unspecified) | 5.3%
Cc1nn(C)c2c1c(C(F)(F)F)cc(=O)n2CC(=O)NCc1ccccc1Cl | 4.8%
Cc1ccc(OCC(=O)N2CCN(CCc3ccncc3)CC2)cc1 | 1.3%
COc1ccccc1CNC(=O)Cn1c(=O)nc(-c2ccccc2F)c2cc(Cl)ccc21 | -1.1%
CCOC(=O)CNC(=O)c1cc2c(=O)oc3ccccc3c2s1 | 0.8%
CCN(CC)C(=O)C1=C(C)N(CCC2=CCCCC2)C(=O)C(CC(=O)NCc2cccc3ccccc23)C1 (stereo unspecified) | 7.7%
CC(C)(C)c1ccc(CC(=O)N2CCC2(C)C(=O)Nc2cccc3cccnc23)cc1 (stereo unspecified) | 2.4%
C[C@H](CO)N1C[C@H](C)[C@H](CN(C)C(=O)Nc2cccc(C(F)(F)F)c2)OCc2cnnn2CCCC1=O | 5.3%
COC(=O)c1ccc2nc(-c3cccc(Cl)c3)c(Cc3cccc(Cl)c3)n2c1 | 4.7%
CCC(C)n1c(=N)c(S(=O)(=O)c2ccc(C)cc2)cc2c(=O)n3cc(C)ccc3nc21 (stereo unspecified) | -9.0%
CC(=O)c1ccc(N2CCN(S(=O)(=O)c3ccc(-c4cc(C(F)(F)F)on4)s3)CC2)cc1 | -6.0%
CCc1ccc(OCC(=O)Nc2cc(-c3ccc(C)cc3)no2)cc1 | -8.8%
Cc1ccc(NC(=O)c2sc(-n3nc(C)c(Cc4ccc5c(c4)OCO5)c3C)nc2C)cc1C | 0.1%
O=C(COc1ccc(Cl)cc1)N(Cc1ccco1)c1ccccn1 | -14.8%
Cc1ccc(NC(=O)CSc2nc3ccccc3c3nc(CCc4c(C)n[nH]c4C)nn23)c(C)c1 | -2.5%
COc1ccc(-c2nc3ccccc3o2)cc1NC(=O)C(C)(C)Oc1ccc(Br)cc1 | 4.7%
CCn1cc(/C=C(\NC(=O)c2ccccc2OC)C(=O)NCCN2CCOCC2)c2ccccc21 | -16.8%

Rewritten field by field: entries from further up.
> Cc1ccc(NC(=O)c2sc(-n3nc(C)c(Cc4ccc5c(c4)OCO5)c3C)nc2C)cc1C
  Tb PYK inh = 0.1%

> O=C(COc1ccc(Cl)cc1)N(Cc1ccco1)c1ccccn1
  Tb PYK inh = -14.8%

> Cc1ccc(NC(=O)CSc2nc3ccccc3c3nc(CCc4c(C)n[nH]c4C)nn23)c(C)c1
  Tb PYK inh = -2.5%

More structures follow:
SMILES | Tb PYK inh
Cc1ccc(C(=O)Nc2ccccc2)cc1S(=O)(=O)Nc1ccccc1 | -12.4%
C[C@H]1CN([C@@H](C)CO)C(=O)CCCn2nncc2CO[C@H]1CN(C)C(=O)C1CC1 | -2.1%
COc1cccc(Cn2c(SCC(=O)N(C)c3ccccc3)nc3ccccc32)c1 | 5.7%
COc1ccc(S(=O)(=O)NC(=O)C2(C)CCN2C(=O)c2ccccc2CCc2ccccc2)cc1 (stereo unspecified) | 3.2%
CCOC(=O)C(C)N1c2cccc3cccc(c23)S1(=O)=O (stereo unspecified) | 2.6%
COc1ccc(-c2nc3c(Cl)cc(C(F)(F)F)cn3c2Cc2ccccc2C(F)(F)F)cc1OC | -9.5%
CC1(C(=O)NS(=O)(=O)c2cccc(F)c2)CCN1C(=O)Cc1cc(F)ccc1F (stereo unspecified) | 3.7%
CCOc1ccccc1NC(=O)COC(=O)c1cn(CC)c2nc(C)ccc2c1=O | -0.5%
CC(=O)Nc1ccc(-c2ccnc3c2CC(C)(C(=O)Nc2cccc(C(C)=O)c2)O3)cc1 (stereo unspecified) | 1.1%
COc1ccc(NC(=O)C2Cc3c(-c4cccc(F)c4)ccnc3O2)cn1 (stereo unspecified) | 2.4%
CC(C)C[C@@H](NC(=O)[C@@H](COC(C)(C)C)NC(=O)[C@H](Cc1ccc(O)cc1)NC(=O)[C@@H](CO)NC(=O)[C@@H](Cc1c[nH]c2ccccc12)NC(=O)[C@@H](Cc1cnc[nH]1)NC(=O)[C@@H]1CCC(=O)N1)C(=O)N[C@H](CCCN=C(N)N)C(=O)N1CCC[C@H]1C(=O)NNC(N)=O | -9.4%
CCC(NC(=O)Nc1cc(OC)ccc1OC)c1c(-n2cccc2)sc2c1CCN(CC)C2 (stereo unspecified) | -3.1%
Cc1ccccc1NC(=O)CSc1nc(-c2ccccc2)cn1-c1ccccc1F | 0.1%
O=C(Nc1nnc(S(=O)(=O)N2CCc3ccccc32)s1)c1cccc(Cl)c1 | -9.8%
N#Cc1ccc(C(=O)Nc2cc(S(=O)(=O)N3CCOCC3)ccc2N2CCOCC2)cc1 | 0.8%
O=C(CSc1nc2c([nH]c3ccccc32)c(=O)n1-c1cccc(Cl)c1)N1CCc2ccccc21 | -5.9%
O=C(c1ccccc1Cl)N(Cc1ccco1)c1ccccn1 | -3.2%
Cc1cccc(CC(=O)Nc2cccc(-c3nc4cccnc4s3)c2)c1 | 3.3%
COc1cccc(C(=O)Nc2ccc3nc(N4CCC(C)CC4)cc(C)c3c2)c1 | 4.0%
CC1(C(=O)Nc2cccc(OC(F)(F)F)c2)Cc2c(-c3cccc(C(N)=O)c3)ccnc2O1 (stereo unspecified) | 3.9%
CCOC(=O)C1=CCC(c2ccc(Cl)cc2)N(S(=O)(=O)c2ccc(C)cc2)C1 (stereo unspecified) | 6.6%
Cc1cc(Cl)ccc1N(CC(=O)N(C)Cc1ccccc1)S(C)(=O)=O | 8.2%
CCOC(=O)c1ccc2c(c1)sc1nc(-c3ccc(OCC)cc3)cn12 | -12.8%
COc1ccc(-c2cc(NC(C)=O)c3ncc(-c4ccc(OC)c(OC)c4)n3c2)c(OC)c1 | -3.1%
O=C1Cc2cc(S(=O)(=O)N3CCN(c4ccc(O)cc4)CC3)ccc2N1 | -23.5%
NC(COCc1ccccc1)c1csc(Nc2nncc3ccccc23)n1 (stereo unspecified) | 2.5%
Cn1cc(C(=O)O)c(=O)c2cc(S(=O)(=O)N3CCCCC3)ccc21 | -2.5%
COc1ccc(OC)c(CCNC(=O)CCCn2c(=O)c3cccn3c3cccnc32)c1 | 0.2%
CC(=O)Nc1ccc(-c2ccnc3c2CC(C)(C(=O)Nc2ccc4c(c2)OCO4)O3)cc1 (stereo unspecified) | 3.9%
C=CCC[C@@H](CCCCC)OC(=O)/C=C/[C@@H](O)[C@H](O)C[C@@H](O)CC=C | -1.4%

Filtered by structure: those above with a furan ring, fused or not
SMILES | Tb PYK inh
O=C(Nc1cccc(C(=O)O)c1)/C(=C\c1ccccc1)NC(=O)c1ccc(Br)o1 | -2.9%
O=C(COc1ccc(Cl)cc1)N(Cc1ccco1)c1ccccn1 | -14.8%
O=C(c1ccccc1Cl)N(Cc1ccco1)c1ccccn1 | -3.2%

The listing continues:
SMILES | Tb PYK inh
Cc1cccc(Cn2c(=O)n(CC3CCC(C(=O)N4CCOCC4)CC3)c(=O)c3sccc32)c1 (stereo unspecified) | 1.1%
Cc1cc(C)cc(NC(=O)CSc2nncn3c2cc2occc23)c1 | 0.5%
COC(=O)c1c(SCC(=O)Nc2ccccc2C(F)(F)F)[nH]c2ccc(Cl)cc2c1=O | -4.9%
O=C(CSc1nnc2[nH]c(=O)cc(-c3ccccc3)n12)Nc1cc(C(F)(F)F)ccc1Cl | -20.6%
CCC(C)Nc1oc(-c2ccc(COc3ccc(Cl)cc3)o2)nc1C#N (stereo unspecified) | 1.5%
CC(=O)c1cccc(NC(=O)c2cc(S(=O)(=O)N3CCCCC3)ccc2N2CCOCC2)c1 | 3.3%
Cc1cn([C@H]2C[C@H](O)[C@@H](CNC/C=C/c3ccccc3[N+](=O)[O-])O2)c(=O)[nH]c1=O | -2.2%
CC(C)(C)n1nnnc1C(C1CC1)N1CCC2(CC1)C(=O)NCN2c1ccccc1 (stereo unspecified) | -1.3%
O=C(C1=C(O)C(=O)N(CCN2CCOCC2)C1c1cccc([N+](=O)[O-])c1)c1cc2ccccc2o1 (stereo unspecified) | -14.3%
CCCCC(=O)Nc1cc2nn(-c3ccc(OCC)cc3)nc2cc1C | 10.5%
COc1ccc(C)cc1NC(=O)c1ccc2nc(Cc3ccccc3)oc2c1 | -1.1%
COc1ccc(-c2nc3sc(CCNC(=O)c4ccc(Br)o4)c(C)n3n2)cc1 | 2.8%
Cc1c(Cl)cccc1NC(=O)CSc1ncnc2c1sc1ccccc12 | -2.2%
Cc1nc2ccccc2n1CCc1nc2c3ccccc3nc(SCc3ccc(F)cc3)n2n1 | 3.0%
COc1ccc(CNC(=O)c2cc(-c3ccc(Br)s3)nc3ccccc23)c(OC)c1 | 0.9%
O=C(CCc1nc(-c2cccs2)no1)Nc1ccccc1[N+](=O)[O-] | 2.5%
CCc1ccc(NC(=O)CSc2nccn2-c2ccc(OC)cc2)cc1 | -8.6%
CC1CN(C(=O)CCC(=O)NCc2ccc(F)cc2)c2cc(Cl)ccc2O1 (stereo unspecified) | 0.1%
Cc1cc(NC(=O)c2ccc(F)cc2)ccc1-c1cc2ccccc2oc1=O | 1.7%
O=C(NCc1cccnc1)c1cc(C2CCCCN2C(=O)c2ccccc2)on1 (stereo unspecified) | -6.3%
COc1ccc(CNCCC(c2ccc3c(c2)OCO3)c2ccccc2OC)cc1 (stereo unspecified) | -9.3%
Cc1nn(-c2ccc(N3CCOCC3)nn2)c(C)c1CCC(=O)Nc1ccc(F)cc1F | -2.1%
COc1ccc(CCNC(=O)CSc2nc3ccccc3nc2Cc2ccc(Cl)cc2)cc1OC | -0.1%
COc1cc(NC(=O)CSc2nc(C)c(C(=O)Nc3ccccc3)c(-c3ccc(OC)c(OC)c3)c2C#N)c(OC)cc1Cl | -24.9%
CSCCC(NS(=O)(=O)c1ccc2c(c1)oc(=O)n2C)C(=O)N1CCN(c2cccc(Cl)c2)CC1 (stereo unspecified) | -1.2%
COc1ccc(N2CCN(C(=O)Cn3ncc4c3-c3cc(C)ccc3OC4)CC2)cc1 | -0.4%
C[C@@H]1CN([C@@H](C)CO)C(=O)c2cc(NC(=O)C3CCCCC3)ccc2O[C@@H](C)CCCCO[C@@H]1CN(C)Cc1ccncc1 | -10.5%
COc1cc(NC(=O)CSc2ccc(-c3sc(C)nc3C)nn2)cc(OC)c1 | -5.0%

Single entries from the results shown:
In Tb PYK inh, CCOc1ccccc1NC(=O)COC(=O)c1cn(CC)c2nc(C)ccc2c1=O is entered as -0.5%
In Tb PYK inh, COc1ccc(-c2nc3ccc(C(=O)NCc4ccccc4)cc3nc2-c2ccc(OC)cc2)cc1 is entered as -4.2%
In Tb PYK inh, Cc1cccc(CC(=O)Nc2cccc(-c3nc4cccnc4s3)c2)c1 is entered as 3.3%

A second format for some results above:
> Cc1nn(-c2ccc(N3CCOCC3)nn2)c(C)c1CCC(=O)Nc1ccc(F)cc1F
  Tb PYK inh: -2.1%

> COc1ccc(CCNC(=O)CSc2nc3ccccc3nc2Cc2ccc(Cl)cc2)cc1OC
  Tb PYK inh: -0.1%
